High-throughput results deposited in PubChem BioAssay by several laboratories.
PKA-R2B activ: PKA-R2B complex activation; P22694+P31323; PKA-R2B holoenzyme dissociation, Cy5-IP20 fluorescence polarization; R2B truncated from residue 108, S112A mutant; 0% DMSO only, 100% 113 µM cGMP; activation, % at 11.4 µM; 340,000 compounds, 0.079% hits; AID 504700;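 active = activation above a cutoff set at the mean over all compounds plus 3 SD, cut at about 18% in these data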;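 note: higher means more holoenzyme dissociation and a rise in polarization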
Target sequence (P31323 whole entry, looked up, other chains not shown, the tested form may be a part): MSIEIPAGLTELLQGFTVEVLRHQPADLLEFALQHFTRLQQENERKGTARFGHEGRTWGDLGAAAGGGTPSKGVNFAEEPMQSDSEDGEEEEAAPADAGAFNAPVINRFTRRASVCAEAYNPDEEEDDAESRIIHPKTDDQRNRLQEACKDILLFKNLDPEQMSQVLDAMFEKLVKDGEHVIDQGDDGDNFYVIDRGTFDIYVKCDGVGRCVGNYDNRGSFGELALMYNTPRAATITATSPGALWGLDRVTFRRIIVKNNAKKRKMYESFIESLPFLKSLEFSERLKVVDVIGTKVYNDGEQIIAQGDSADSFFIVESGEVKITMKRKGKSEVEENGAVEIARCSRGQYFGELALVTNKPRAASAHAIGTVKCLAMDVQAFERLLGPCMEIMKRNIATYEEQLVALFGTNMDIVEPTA
PvdQ acylase: blocks Pseudomonas aeruginosa PvdQ acylase activity. purified PvdQ acylase, fluorescence plate reader. inhibition, % at 10 µM. 340,000 compounds, 0.063% hits. AID 488965; in the data active = inhibition above about 30%, passing the limit was not always enough;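 note: 0% = vehicle neutral wells and 100% = reference inhibitor wells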
SR-BI DiI-HDL act: enhances SR-BI lipid uptake from DiI-HDL; CHO ldlA[mSR-BI] cells, DiI-HDL uptake fluorescence, 3 h; 100 = double the neutral-control signal; activation, % at 12.5 µM; 320,000 compounds, 0.096% hits;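 active = mean replicate activation of at least 60% and every replicate at or above 60%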;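 note: 0% = median plate neutral-control signal and 100% = twice that signal; values of inactives mirror those of a sister screen read the other way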
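Test system: SR-BI-overexpressing, LDLR-lacking CHO cells; Medium: Ham's F12 with 0.5% BSA, HEPES 25 mM, pH 7.4; Schedule: 3 h, 37 °C; Technique: bottom-read fluorescence, 550/595 nm.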
Arrestin-AP2 inh: inhibitors of human beta-arrestin and AP2 interaction; FITC-arrestin peptide / GST-AP2 beads, flow cytometry; AP2 beta2 appendage carries R879A mutation; inhibition, % at 10 µM; 340,000 compounds, 0.31% hits; AID 504490;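 active = inhibition above a set limit, near 3 SD of compounds lacking own fluorescence, cut at about 54% in these data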;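 note: plate controls were DMSO wells for no effect and 5 µM unlabelled arrestin peptide for full effect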
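system = GST-tagged AP2 beta2-adaptin appendage (R879A) on 4 µm glutathione beads | reagent = FITC-labelled arrestin peptide probe, 50 nM final | schedule = compound with beads 12 min RT, then probe 1 h RT | signal = HyperCyt-sampled flow cytometry, FL1 channel, ex 488/em 535 nm | read-out = percent response from loss of bead-bound FITC fluorescence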
C-LANA FP: blocks KSHV LANA C-terminal domain binding to DNA; AID 504423; inhibition, % at 9 µM; MBP-C-LANA/FAM-LBS DNA binding, fluorescence polarization; 340,000 compounds, 0.078% hits;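 active = highest replicate inhibition at or above 60% at 9 µM, even if other replicates fall short; inactive = all replicates below 60% inhibition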;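 note: 0% = neutral control wells and 100% = 4 µM acridine orange control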
NSD2 inh: inhibitors of human histone methyltransferase NSD2; O96028; NSD2 peptide methylation, AlphaScreen, 120 min; inhibition, % at 12.5 µM; 310,000 compounds, 0.54% hits; in the data active = inhibition above about 50%
DAGLB inhibitor: blocks human DAGLB lipase activity. AID 504411. Q8NCG7. inhibition, % at 5.17 µM. 340,000 compounds, 0.059% hits. HEK293T DAGLB membrane lysate, EnzChek fluorogenic substrate; in the data active = inhibition above about 34%;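 note: 0% = enzyme with vehicle and 100% = wells lacking enzyme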
Target sequence (Q8NCG7 whole entry, looked up): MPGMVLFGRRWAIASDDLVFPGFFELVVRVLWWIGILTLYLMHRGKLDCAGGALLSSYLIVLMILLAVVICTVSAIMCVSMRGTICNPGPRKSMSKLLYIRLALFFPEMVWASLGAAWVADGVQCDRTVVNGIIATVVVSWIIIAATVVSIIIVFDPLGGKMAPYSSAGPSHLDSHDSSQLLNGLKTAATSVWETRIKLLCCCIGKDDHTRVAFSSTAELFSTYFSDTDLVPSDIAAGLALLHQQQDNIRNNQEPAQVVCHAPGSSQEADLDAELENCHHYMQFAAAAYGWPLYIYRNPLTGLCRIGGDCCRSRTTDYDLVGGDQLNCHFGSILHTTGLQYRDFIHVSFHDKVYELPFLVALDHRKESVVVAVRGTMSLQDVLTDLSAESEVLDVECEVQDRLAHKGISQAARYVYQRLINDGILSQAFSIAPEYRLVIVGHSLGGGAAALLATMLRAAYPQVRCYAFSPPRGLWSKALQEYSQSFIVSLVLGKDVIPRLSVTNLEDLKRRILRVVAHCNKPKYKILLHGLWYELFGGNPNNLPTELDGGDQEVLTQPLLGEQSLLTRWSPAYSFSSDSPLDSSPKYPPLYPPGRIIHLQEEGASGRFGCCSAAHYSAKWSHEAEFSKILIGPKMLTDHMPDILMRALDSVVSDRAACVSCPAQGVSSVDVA
Cardiac RTF inh: cardiac RTF calcium desensitization; P19429+P45379; IANBD-labeled cardiac RTF, Ca2+ fluorescence; inhibition, % at 7.15 µM; 340,000 compounds, 0.12% hits; AID 493244;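 active = inhibition above the mean inhibition of all tested compounds plus 3 SD, cut at about 17% in these data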;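 note: assay run at fixed EC70 calcium of 1.6 mM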
Keap1 Nrf2 FP: disrupts human Keap1 binding to Nrf2 peptide | Q14145 | Keap1 Kelch-Nrf2 peptide fluorescence polarization, 1536-well | inhibition, % at 9.4 µM | 340,000 compounds, 0.15% hits | AID 504523; in the data active = inhibition above about 12%;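 note: human Keap1 Kelch domain with fluorescein labeled Nrf2 9mer peptide probe; 0% = neutral control wells and 100% = peptide positive control; higher means more block of Keap1 binding to Nrf2 peptide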
SR-BI HDL uptake: mouse SR-BI HDL lipid transfer inhibition | ldlA[mSR-BI] CHO cells, DiI-HDL uptake fluorescence, 3 h | Q61009 | inhibition, % at 12.5 µM | 320,000 compounds, 0.96% hits;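 active = mean replicate inhibition of at least 70% and a set share of replicates each scoring 70 or more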;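 note: 0% = median of neutral control wells and 100% = median of positive control wells; values of inactives mirror those of a sister screen read the other way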
* marks the source's active call; other numbers are inactive results; x = not tested or not shown.

smiles | DAGLB inhibitor | PvdQ acylase | SR-BI DiI-HDL act | PKA-R2B activ | Arrestin-AP2 inh | Keap1 Nrf2 FP | Cardiac RTF inh | NSD2 inh | SR-BI HDL uptake | C-LANA FP
Cc1nc(SCC(=O)NC(=O)NCc2ccccc2)nc(C)c1C | -0.2 | -5.6 | 17.3 | 0.0 | -5.1 | -3.0 | -8.8 | 1.2 | -17.3 | -0.9
C=CCOc1ccc(C(=O)Nc2ccccc2C(=O)N2CCCC2)cc1 | -2.7 | -8.0 | -31.6 | -1.3 | -6.1 | 3.5 | -2.6 | -6.8 | 31.6 | 0.4
O=C(OC1CCOC1=O)c1cc(-c2ccccc2)nc2ccccc12 (centres undefined) | 0.8 | 0.0 | 17.1 | 4.2 | -6.2 | 8.0 | -4.3 | -0.9 | -17.1 | 0.4
COC(=O)[C@H](C)NC(=O)Nc1ccc(C)c(C)c1 | 2.1 | -2.5 | -1.4 | -1.3 | -3.2 | 0.4 | -7.3 | -1.9 | 1.4 | 0.3
CCOC(=O)Cn1c2ccc(F)cc2c2nc(C)sc21 | -1.6 | 1.4 | -36.5 | -0.3 | -14.8 | 1.1 | -5.7 | 0.6 | 36.5 | -0.4
Cc1ccc(C)c(N(C(=O)c2csnn2)C(C(=O)NC2CCCCC2)c2ccncc2)c1 (centres undefined) | 0.4 | -5.8 | x | -3.8 | 1.5 | -3.1 | -10.5 | -0.3 | x | -1.3
O=C(Cc1cccc(NC(=O)C2CCN(C(=O)C3CC3)CC2)c1)Nc1cccc(C(=O)N2CCCCC2)c1 | -1.3 | -6.5 | -8.4 | 0.0 | 15.2 | 1.4 | 0.3 | x | 8.4 | 2.4
CCCCn1c(N)c(N(CCOC)C(=O)c2c(-c3ccccc3)noc2C)c(=O)[nH]c1=O | -1.5 | 8.2 | 11.5 | 5.3 | 24.4 | 0.9 | 6.2 | 1.0 | -11.5 | -0.4
COc1cc(/C=N/Nc2nc3ccccc3s2)ccc1OC(=O)c1ccccc1F | 0.3 | -6.6 | -30.1 | 5.7 | 10.8 | 0.5 | 4.0 | -2.8 | 30.1 | 0.6
COc1ccc(/C=C2/C(=O)N(c3c(F)c(F)c(F)c(F)c3F)N=C2C)cc1 | 2.6 | -9.8 | 1.0 | -0.6 | 10.4 | -1.0 | 0.5 | 58.2* | -1.0 | 0.7
O=C(c1ccccc1Cl)N(C(=O)c1ccccc1Cl)c1nccc(-c2cccs2)n1 | 2.2 | -15.0 | -2.2 | -7.4 | 0.5 | -4.1 | -1.7 | 0.8 | 2.2 | -0.8
COc1cccc(NCc2cc(=O)oc3cc(-c4ccccc4)c(O)cc23)c1 | 2.5 | -7.3 | -9.6 | 7.9 | -0.8 | -4.2 | -6.5 | 0.3 | 9.6 | 1.6
CCOC(=O)CSc1ccc(S(=O)(=O)N(CC)CC)cc1[N+](=O)[O-] | -2.1 | 5.4 | -10.7 | 1.1 | 22.0 | -1.0 | 1.8 | 3.2 | 10.7 | 1.4
O=C(COc1cc2oc(=O)c3c(c2cc1Cl)CCC3)Nc1ccc(CN2CCOCC2)cc1 | -1.3 | 0.8 | -2.6 | -5.5 | 4.7 | 0.0 | -6.8 | -1.9 | 2.6 | -0.6
CC1(C)C2(C#N)C(N)=NC3(OCCO3)C12C#N (centres undefined) | -4.3 | -13.4 | 9.0 | -5.7 | -1.3 | -4.5 | -0.8 | -0.6 | -9.0 | -0.5
COc1ccc(C23NCCN2C(=O)c2ccccc23)cc1 (centres undefined) | 0.7 | -11.6 | 0.4 | -3.8 | 23.1 | 0.5 | -6.0 | -3.2 | -0.4 | -6.0
CC1(C)O[C@@H]2C[C@H]3[C@@H]4C[C@H](F)C5=CC(=O)CC[C@]5(C)[C@H]4[C@@H](O)C[C@]3(C)[C@]2(C(=O)CO)O1 | 4.3 | -11.5 | 10.1 | -5.3 | -0.1 | -0.3 | 11.6 | x | -0.7 | -1.8
Cc1ccc(S(=O)(=O)NC23CC4CC(CC(C4)C2)C3)cc1 | -4.5 | 5.6 | 9.2 | -2.9 | 11.1 | 0.1 | 0.0 | -8.3 | -9.2 | -0.4
O=C(c1nsnc1-c1ccccc1O)N1CCCCC1 | -1.7 | 3.5 | 16.4 | 2.8 | 34.6 | -2.1 | -5.6 | 1.8 | -16.4 | -0.6
Cc1c(NS(=O)(=O)c2cc(C(=O)NCCN(C)C)ccc2Cl)c(=O)n(-c2ccccc2)n1C | -1.5 | 4.7 | -3.8 | 8.1 | 30.3 | 1.0 | 3.9 | -0.7 | 3.8 | -0.6
COc1ccc2c(=O)c(C(=O)NCCc3ccc(OC)c(OC)c3)c[nH]c2c1 | -5.5 | 5.7 | -11.1 | -5.6 | 1.3 | 5.8 | -6.7 | 1.5 | 11.1 | -2.5
CCN(CC)CCCNC(=S)N(CCCO)Cc1cc2cc3c(cc2[nH]c1=O)OCO3 | -0.4 | 6.3 | 39.3 | 7.5 | 10.2 | -3.5 | -7.1 | 19.3 | -39.3 | -1.9
O=C(NCc1ccccn1)c1cccc(NS(=O)(=O)c2cccc(F)c2)c1 | -0.6 | -3.4 | 17.4 | -4.8 | -2.5 | -0.6 | -1.9 | -2.2 | -17.4 | 13.6
CCOC(=O)C1C(C(=O)OC)=C(c2ccc(OC)cc2)c2ccc(OC)cc2N1S(=O)(=O)C(F)(F)F (centres undefined) | -6.0 | -0.3 | -26.3 | -0.2 | 38.0 | -5.9 | -3.8 | x | 26.3 | 2.2
O=C(COC(=O)/C=C/c1ccc2c(c1)OCO2)NC1CCS(=O)(=O)C1 (centres undefined) | 1.9 | -5.2 | -0.9 | 3.0 | -6.9 | -2.8 | -4.6 | -2.5 | 0.9 | 0.5
CCOC(=O)C1C(=O)CC(C)(O)C(C(=O)OCC)C1c1ccc2c(c1)OCO2 (centres undefined) | 3.6 | 3.3 | -4.2 | -8.6 | 17.9 | 2.1 | -6.1 | -0.9 | 4.2 | 1.2
O=C(NNc1ccc([N+](=O)[O-])cc1[N+](=O)[O-])c1ccco1 | 11.6 | 0.0 | 4.3 | -1.5 | -13.6 | 3.7 | -7.5 | 24.7 | -4.3 | -1.1
Cc1cc(C)c(S(=O)(=O)NCc2ccccn2)cc1C | -2.5 | 4.7 | 1.2 | 0.0 | 2.5 | -7.8 | -3.0 | -1.4 | -1.2 | -1.3
CC(C)(C)n1nc(Cc2cccc3ccccc23)c2c(N)ncnc21 | -4.2 | 11.3 | 3.2 | -3.4 | 39.1 | 4.9 | 5.0 | x | -3.2 | -4.1
Cc1cc(C(=O)CSc2nc3ccccc3o2)c(C)n1CC1CCCO1 (centres undefined) | -1.6 | 1.7 | -43.2 | 4.8 | -19.0 | -0.1 | -11.6 | -0.4 | 43.2 | 0.9
Cc1ccc(S(=O)(=O)N(C)c2ccc(OCC(=O)OCc3c(C)noc3C)cc2)cc1 | -2.9 | 2.9 | -1.8 | -1.3 | 27.3 | -1.0 | 5.9 | -3.6 | 1.8 | 0.4
COc1ccc(C(=O)NC(=S)NNC(=O)c2ccc3ccccc3n2)cc1 | 2.5 | 12.9 | -3.3 | -1.1 | 20.0 | -2.0 | -8.8 | 5.4 | 3.3 | -2.6
COc1ccccc1NC(=O)N1CCCC1C(=O)NCc1ccccc1F (centres undefined) | -3.0 | 4.3 | 37.2 | 8.1 | 34.7 | 0.4 | -1.6 | -0.3 | -37.2 | -0.5
CCOc1ccc(N2CC(C(=O)NCCN3C(=O)S/C(=C\c4ccc(OC)cc4)C3=O)CC2=O)cc1 (centres undefined) | -1.4 | -9.1 | -28.3 | -7.6 | -0.5 | -1.0 | -13.1 | -1.6 | 28.3 | -3.6
COc1ccc(N2C(=O)C(Cl)=C(Nc3ccccc3OC)C2=O)cc1 | 6.1 | -7.6 | x | 2.8 | -1.6 | -1.7 | -3.5 | 1.1 | x | 0.5
Cc1cc(-c2nc3c4c5c(sc4[nH]c(=O)n3n2)CCC5)c(C)o1 | 4.4 | 8.1 | 8.0 | -5.6 | 11.3 | -1.9 | 5.3 | x | -8.0 | 2.1
Cc1cc(C(=O)NNC(=O)c2nn(C)c(=O)c3ccccc23)c(C)o1 | -2.1 | -9.5 | 6.3 | 5.7 | -4.5 | -6.1 | -2.6 | -0.2 | -6.3 | 0.1
CCOC(=O)c1c(C)[nH]c(C(=O)COC(=O)CNC(=O)c2ccccc2Cl)c1C | -4.0 | -2.9 | 4.0 | 4.8 | 21.4 | 1.1 | 12.8 | -0.9 | -4.0 | -0.2
CCCc1ccc(C(=O)O/N=C(\N)c2ccccn2)cc1 | -3.0 | -8.2 | 46.9 | -2.4 | -20.7 | -0.5 | 3.1 | -3.1 | -46.9 | 0.7
CN1CCc2c(sc3c2c(=O)n(-c2ccc(Cl)cc2)c2nncn32)C1 | 3.5 | -4.8 | 12.8 | -0.5 | 7.3 | 1.4 | 0.9 | -1.1 | -12.8 | 1.7
Clc1ccc(C2CC(c3cccs3)n3ncnc3N2)cc1Cl (centres undefined) | 2.6 | -9.2 | 1.5 | 2.5 | 9.9 | -7.0 | -6.4 | x | -1.5 | -1.2
COc1ccccc1NC(=O)Cn1c2ccc(F)cc2c2nc3n(c(=O)c21)CCS3 | 1.5 | -16.0 | x | -9.1 | 2.8 | -3.1 | -20.6 | 2.8 | x | -0.3
Cc1nc(CSc2nnc(Nc3cccc(C)c3C)s2)cs1 | 0.5 | -5.0 | -12.2 | -2.6 | 0.5 | 3.5 | -1.5 | 0.5 | 12.2 | -0.8
CCOC(=O)C1=C(C)N(CC(C)C)C(=O)/C1=C\c1ccc(OCC(=O)Nc2ccccc2)cc1 | -2.1 | -10.2 | -43.6 | 3.9 | -10.8 | -6.3 | 1.2 | 0.8 | 43.6 | -0.8
Cc1nc(Cl)c(C(=O)NCc2ccccc2)c(C)c1Cl | -0.2 | 15.5 | 5.5 | -6.6 | 6.4 | -0.9 | -4.8 | -2.5 | -5.5 | 8.6
Cn1c(-c2c(N)n(CCCc3ccccc3)c3nc4ccccc4nc23)nc2ccccc21 | -5.1 | 13.0 | -65.3 | -12.4 | 13.6 | -2.0 | -5.4 | -4.7 | 65.2 | 0.2

Record cards, from the list above:
Shown for Clc1ccc(C2CC(c3cccs3)n3ncnc3N2)cc1Cl (centres undefined) = DAGLB inhibitor: 2.6; PvdQ acylase: -9.2; SR-BI DiI-HDL act: 1.5; PKA-R2B activ: 2.5; Arrestin-AP2 inh: 9.9; Keap1 Nrf2 FP: -7.0; Cardiac RTF inh: -6.4; NSD2 inh: x; SR-BI HDL uptake: -1.5; C-LANA FP: -1.2
Shown for CCOC(=O)C1=C(C)N(CC(C)C)C(=O)/C1=C\c1ccc(OCC(=O)Nc2ccccc2)cc1 = DAGLB inhibitor: -2.1; PvdQ acylase: -10.2; SR-BI DiI-HDL act: -43.6; PKA-R2B activ: 3.9; Arrestin-AP2 inh: -10.8; Keap1 Nrf2 FP: -6.3; Cardiac RTF inh: 1.2; NSD2 inh: 0.8; SR-BI HDL uptake: 43.6; C-LANA FP: -0.8
